Bioassay records from PubChem BioAssay.
CTSL1 counter: Fasciola hepatica cathepsin L1 inhibitors, primary screen, counter-screen for PFM18AAP inhibitor project, biochemical, QFRET, fluorogenic peptide substrate; AID 1906, 2009; recombinant F. hepatica cathepsin L1, Z-Leu-Arg-MCA fluorescence; hit rate 0.49% among 300,000; inhibition, % at 5.96 µM;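 active = inhibition above the mean of all tested compounds plus 3 SD, set per screening campaign, cut at about 17% in these data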;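 also: 0% = plate median of test compound wells and 100% = 1 µM Z-Phe-Ala-diazomethylketone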
PP5 inh: PP5 phosphatase inhibitors, primary screen, biochemical, fluorescence | hit rate 0.18% among 320,000 | inhibition, % at 6.7 µM | purified PP5c, OMFP substrate fluorescence | Serine/threonine-protein phosphatase 5 (Homo sapiens), P53041;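 active = inhibition above the campaign's mean inhibition across all tested compounds plus 3 SD, cut at about 9.5% in these data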;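 also: 0% = DMSO only and 100% = 100 µM cantharidin control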
core dimer inh: inhibitors of HCV core protein dimerization, primary screen, biochemical, TR-FRET, high-throughput; hit rate 0.33% among 300,000; TR-FRET GST/Flag-core106 dimerization, 1536-well; AID 1899, 2009; inhibition, % at 5 µM;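 active = inhibition above the mean of all tested compounds plus 3 SD, set per screening campaign, cut at about 45% in these data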
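Assay system – GST-tagged and Flag-tagged HCV core protein residues 1-106 · Quantity – core106 proteins, GST 13.5 nM and Flag 17 nM · Benchmarks – unlabelled core106 and no-GST-core106 wells · Read-out basis – percent inhibition of core106 dimerization signal · Detection – time-resolved FRET, ex 340 nm, em 617 and 671 nm · Schedule – 4 h at 22.5 °C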
GRK2 aptamer HTS: compounds blocking aptamer binding on GRK2 – biochemical, human GRK2, bead flow cytometry, HTS, primary screen | hit rate 0.59% among 330,000 | Beta-adrenergic receptor kinase 1 (Homo sapiens), P25098 | FAM-aptamer displacement from GRK2 | inhibition of aptamer binding, % at 10 µM;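 active = inhibition of aptamer binding above 40%, roughly 3 SD of noise, on plates passing a quality check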;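 also: median bead fluorescence of bound FAM aptamer so fluorescent compounds give negative values; no value below 0 was filed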
PP1 inh: PP1-alpha phosphatase inhibitors, primary screen, counter-screen for PP5 inhibitor project, biochemical, fluorescence, OMFP substrate, single point. Serine/threonine-protein phosphatase PP1-alpha catalytic subunit (Homo sapiens), P62136. purified PP1alpha. inhibition, % at 6.7 µM. hit rate 0.9% among 320,000;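 active = inhibition above the mean inhibition of all tested compounds plus 3 SD, computed separately for each screening campaign, cut at about 15% in these data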
GASC-1 inh: inhibitors of GASC-1 histone demethylase, primary screen, biochemical, fluorescence, DELFIA europium. Lysine-specific demethylase 4C (Homo sapiens), Q9H3R0. GST-JMJD2C(1-420) H3K9me3 demethylation. inhibition, % at 2.35 µM. hit rate 0.069% among 330,000. AID 2099, 2009;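 active = more than half of a compound's replicate wells show inhibition beyond 50%, single wells judged on their own value; inconclusive = some, but no more than half, of replicates pass 50% inhibition; inactive = no replicate passes 50% inhibition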;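 also: signal counts dimethyl H3K9 product captured on neutravidin plate; 0% = median of DMSO wells and 100% = 0.3 times that DMSO median; strong numbers were not always called active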
procasp3 activ: activators of human procaspase-3 D3A mutant, primary screen, biochemical, absorbance, PC-3 D3A mutant, single concentration. AID 463141, 2010. recombinant procaspase-3 D3A, Ac-DEVD-pNA absorbance 405 nm. activation, % at 8.5 µM. hit rate 0.11% among 330,000. Caspase-3 (Homo sapiens), P42574;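 active = activation above the mean of all tested compounds plus 3 SD, cut at about 21% in these data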;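 also: 0% = DMSO alone and 100% = DMSO wells spiked with extra 5 µM PC-3 D3A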
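Evaluation: percent activation relative to control range; Material: Procaspase-3 D3A mutant, all three cleavage aspartates alanine; Compound: single dose, 8.5 µM nominal compound, 0.8% DMSO; Replication: one well per compound; Signal: absorbance at 405 nm, 0 and 120 min; Schedule: 1 h preincubation plus 2 h reaction at 25 °C.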
VLA-4 inh: inhibition in human VLA-4 binding assay, primary screen, VLA-4 allosteric modulator project, MLPCN library, flow cytometry, VLA-4 expressing cells; Integrin alpha-4 (Homo sapiens), P13612; ligand binding flow cytometry; inhibition, % (about 7 µM as worked out from the volumes in the protocol); hit rate 0.2% among 330,000; in the data active = inhibition above about 50%
Target sequence (P13612 whole entry, looked up): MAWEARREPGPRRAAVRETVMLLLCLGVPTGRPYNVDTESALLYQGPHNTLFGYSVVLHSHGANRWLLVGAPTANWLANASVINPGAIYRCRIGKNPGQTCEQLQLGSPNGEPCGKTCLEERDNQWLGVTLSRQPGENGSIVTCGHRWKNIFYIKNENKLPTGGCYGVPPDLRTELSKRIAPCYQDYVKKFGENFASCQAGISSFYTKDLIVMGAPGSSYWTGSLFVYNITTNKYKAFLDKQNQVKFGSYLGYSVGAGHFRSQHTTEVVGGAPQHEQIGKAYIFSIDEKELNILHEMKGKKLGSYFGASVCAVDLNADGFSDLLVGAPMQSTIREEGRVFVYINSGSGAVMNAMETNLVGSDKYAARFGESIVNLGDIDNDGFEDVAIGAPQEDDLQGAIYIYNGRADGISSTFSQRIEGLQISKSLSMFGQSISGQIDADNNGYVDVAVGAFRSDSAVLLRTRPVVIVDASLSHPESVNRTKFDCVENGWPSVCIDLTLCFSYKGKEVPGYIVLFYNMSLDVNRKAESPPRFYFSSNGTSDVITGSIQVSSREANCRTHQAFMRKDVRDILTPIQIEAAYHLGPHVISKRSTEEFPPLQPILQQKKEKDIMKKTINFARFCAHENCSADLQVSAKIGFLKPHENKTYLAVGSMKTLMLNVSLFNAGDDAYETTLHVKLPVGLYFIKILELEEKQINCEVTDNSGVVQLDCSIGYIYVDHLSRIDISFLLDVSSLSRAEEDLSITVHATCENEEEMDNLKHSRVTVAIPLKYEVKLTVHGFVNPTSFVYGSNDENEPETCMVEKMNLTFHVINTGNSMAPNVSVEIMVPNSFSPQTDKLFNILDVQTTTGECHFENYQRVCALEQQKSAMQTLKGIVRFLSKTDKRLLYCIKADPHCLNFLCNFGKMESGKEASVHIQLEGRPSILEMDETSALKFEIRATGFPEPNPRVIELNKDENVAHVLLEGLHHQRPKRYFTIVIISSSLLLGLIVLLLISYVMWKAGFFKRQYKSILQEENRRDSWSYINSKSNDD
procasp7 counter: procaspase-7 activators, primary screen, counter-screen for procaspase-3 activator project, biochemical, absorbance, HTS, human. Caspase-7 (Homo sapiens), P55210. recombinant procaspase-7, Ac-DEVD-pNA absorbance 405 nm; D23A/D198A/D206A triple mutant, cannot self-cleave; scale: DMSO 0, 5 µM enzyme 100. activation, % at 8.5 µM. hit rate 0.093% among 330,000. AID 463210, 2010;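 active = percent activation above the screen-wide mean plus 3 SD, cut at about 25% in these data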
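Assay system: Uncleavable procaspase-7 mutant enzyme / Input: 2 µM procaspase-7 mutant as dispensed / Dosing: single nominal 8.5 µM compound dose, 0.8% DMSO final / Timing: 1 h enzyme–compound preincubation and 2 h substrate reaction, both 25 °C / Detection: p-Nitroaniline absorbance at 405 nm, read at 0 and 120 min / Replication: singlicate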
Active calls of the source: *; u = inconclusive; x = no result given; & = joins results of further samples.

SMILES	CTSL1 counter	PP5 inh	core dimer inh	GRK2 aptamer HTS	PP1 inh	GASC-1 inh	procasp3 activ	VLA-4 inh	procasp7 counter
CC(C)=C1SC(N2CCN(Cc3ccccc3)CC2)=NC1=O	0	1.8	3	4	-4	-1	5	-20	-3
CC1(C)NC(=O)N(CCCCSc2ccc(Cl)cc2)C1=O	3	0.6	0	0	-3	-4	-3	1	5
Cc1c(O)ccc(/C(Cc2ccc3ccccc3n2)=N\N)c1O	-2	1.4	0	1	-1	-1	14	-6	5
CC(C)c1ccc(NC(=O)C2CSC3(C)CCC(=O)N23)cc1 (centres undefined)	1	-0.1	8	0	-1	12	-5	15	-3
O=C(CCN1C(=O)[C@@H]2Cc3ccccc3CN2C1=O)NCCc1ccccc1	1	-1.0	-6	0	-2	-8	8	5	-3
COc1ccc2cc1Oc1ccc(cc1)C[C@H]1c3cc(c(OC)cc3CCN1C)Oc1c(O)c(OC)cc3c1[C@H](C2)N(C)CC3	-5	0.8	1	0	2	13	3	-2	-6
CC1CCN(C(c2ccc(N(C)C)cc2)c2nnnn2Cc2ccc(F)cc2)CC1 (centres undefined)	2	0.9	7	2	8	2	-6	-6	-11
O=C(O)Cn1ncc2c1-c1ccoc1CC2	4	0.8	5	0	-1	4	1	-4	-9
O=C(Cn1cnc2cc([N+](=O)[O-])ccc2c1=O)Nc1ccc2c(c1)CCC2	-2	-1.4	26	0	4	-4	6	10	-4
COc1ccc(/C=C/C(=O)O)cc1S(=O)(=O)NCC1CCCO1 (centres undefined)	-3	-1.5	-4	3	2	5	-1	-8	2
COc1ccc(-c2[nH]c(-c3cc(OC)c4c(c3)OCO4)nc2-c2ccccc2)cc1	-3	4.8	2	0	1	-3	1	-21	-6
CSc1ccc(Cl)c(C(=O)Nc2ccc(N3CCOCC3)cc2)c1	-2	2.0	1	2	-5	-3	4	18	1
N#Cc1ccccc1Sc1ccccc1C(=O)N1CCOCC1	1	1.0	-5	0	4	-25	-1	5	-6
Cc1ccc(C)c(S(=O)(=O)Nc2cc3c4c(c2)CC(=O)N4CCC3)c1	-1	0.7	2	2	0	u	-3	9	8
COc1ccc(S(=O)(=O)N2CCOC23CCN(S(=O)(=O)c2cc(C)ccc2C)CC3)cc1	0	0.1	-6	0	-5	10	3	-1	7
CC1CCCCC1NC(=O)COC(=O)c1cccn1C (centres undefined)	x	1.5	x	1	0	5	5	7	-2
O=C(O)CCC(NC(=O)c1ccc(Cl)cc1)C(=O)O (centres undefined)	-3	1.6	1	5	0	-1	9	11	2
CCOC(=O)CNC(=O)c1c2c(nc3ccccc13)CCCC2	-1	1.1	1	3	-4	7	-12	31	-1
Cc1cccc(NC(=O)c2onc3c2CCCC3)c1C	6	-0.3	-3	0	0	-7	2	-5	3
Cc1ccc(C(=O)NC2CCS(=O)(=O)C2)cc1S(=O)(=O)N1CCCCC1 (centres undefined)	2	2.1	-1	1	4	-2	-4	-14	14
Cn1nc([N+](=O)[O-])nc1N1CCOCC1	1	2.5	-5	1	-3	3	-5	3	-7
CC(C)CCNC(=O)C(=O)Nc1cc2c3c(c1)CC(=O)N3CCC2	0	3.3	-6	4	-4	10	-1	10	-8
CN(CCc1ccccc1)C(=O)c1ccc(NC(=O)Cc2ccc([N+](=O)[O-])cc2)cc1	x	x	x	0	x	-1	2	-18	0
NS(=O)(=O)c1ccc(CCNC(=O)COC(=O)/C=C/c2ccccc2Cl)cc1	-21	1.9	-4	0	-4	-15	2	5	6
CC(=O)C1=C(C)N(Cc2ccccc2)C(=O)N[C@H]1c1cccs1	-2	0.6	-11	6	-1	5	0	-4	5
Cc1ccc(C(=O)CSc2nnc3c4ccccc4nc(C(C)(C)C)n23)cc1	2	1.1	-4	0	-1	0	-3	6	-2
COc1cccc(NC(=O)Cc2ccc(C)cc2)c1	1	0.5	-6	0	-2	-7	8	3	19
CCNCCNC(=O)c1c(O)c2cccc3c2n(c1=O)CCC3	4	0.1	1	0	-4	2	3	11	5
CCOC(=O)C1=CC[C@H]2c3c(c4ccccc4n3C)C(=O)C1N2Cc1ccccc1	x	x	x	0	x	x	-1	-3	4
Cc1ccc(NC(=O)CCc2nnc3ccc(NCc4ccco4)nn23)cc1F	-4	2.1	15	3	3	-30	-5	6	-14
CN(C(=O)Cc1c[nH]c2ccccc12)C(C(=O)Nc1ccc2c(c1)OCO2)c1ccccc1 (centres undefined)	-2	3.1	13	1	-6	14	5	7	-7
O=C(NN1C(=O)c2ccccc2NC1c1cccnc1)c1ccc([N+](=O)[O-])cc1 (centres undefined)	6	0.1	-2	0	-2	1	7	14	2
CC(C)C[C@@H]1CN=C(N)N1C[C@@H]1CCCN1C[C@@H](C(C)C)N1C[C@@H](Cc2ccccc2)N(CCc2ccc(Cl)c(Cl)c2)C1=N	x	x	x	0	x	x	-6	46	1
O=C(Oc1ccc2ccc(=O)oc2c1)C1CCCCC1	-11	2.8	-13	0	2	-1	-52	31	3
COc1ccccc1NC(=S)N(Cc1ccc(C)cc1)Cc1cccnc1	1	1.4	1	0	-1	-6	-5	10	-3
Cc1ccc(NC(=O)CCn2c(=O)oc3ccccc32)cc1	-2	4.1	0	1	-6	-14	1	-4	-1
Fc1ccc(CNC(=S)Nc2ccc(OC(F)F)cc2)cc1	-1	-1.8	7	2	0	-1	6	-11	-2
CCN(CCCNC(=O)C1CCN(S(=O)(=O)N2CCC3(CC2)OCCO3)CC1)c1ccccc1	-2	1.1	-2	0	-1	-6	6	16	7
COCCCN(C(=O)C1CCC1)c1c(N)n(Cc2ccccc2)c(=O)[nH]c1=O	x	-0.9	x	0	-1	-26	7	-8	2
CC(=O)Nc1ccc(C(O)(C(F)(F)F)C(F)(F)F)cc1	10	-5.1	-1	1	0	-2	-2	-6	-4
O=C(c1ccc(OC2CCN(Cc3ccccc3O)CC2)cc1)N1CCCCC1	1	4.4	1	1	-3	0	-4	13	1
COc1ccc(CCn2c(=N)c(C(=O)NCC3CCCO3)cc3c(=O)n4cccc(C)c4nc32)cc1 (centres undefined)	0	3.4	8	0	-1	-5	-6	-88	-13
O=c1[nH]c(-c2ccc(O)cc2)nc2scc(-c3cccs3)c12	4	1.5	16	3	0	7	2	-5	2
Cc1ccc(NC(=O)c2cc(S(=O)(=O)N3CCc4ccccc43)cn2C)cc1C	5	0.1	19	2	-3	3	11	-24	-3
Cc1ccc2c(cnn2C(=O)CCC(=O)NC2CCCCC2)c1	-1	2.3	5	2	-1	-4	4	6	-2
COCCCNC(=O)c1ccccc1NS(C)(=O)=O	2	0.7	2	0	2	3	3	19	11
NC(=O)c1ccccc1OCC(=O)NS(=O)(=O)c1ccc(Cl)cc1	3	4.6	-1	0	0	-2	12	0	-13
COC(=O)C1CCN(C(=O)c2ccc(NC(C)=O)cc2)CC1	-2	-1.9	-2	0	-1	2	6	-1	0

Filtered by structure, those above with two or more sulfur atoms (3)
SMILES	CTSL1 counter	PP5 inh	core dimer inh	GRK2 aptamer HTS	PP1 inh	GASC-1 inh	procasp3 activ	VLA-4 inh	procasp7 counter
COc1ccc(S(=O)(=O)N2CCOC23CCN(S(=O)(=O)c2cc(C)ccc2C)CC3)cc1	0	0.1	-6	0	-5	10	3	-1	7
Cc1ccc(C(=O)NC2CCS(=O)(=O)C2)cc1S(=O)(=O)N1CCCCC1 (centres undefined)	2	2.1	-1	1	4	-2	-4	-14	14
O=c1[nH]c(-c2ccc(O)cc2)nc2scc(-c3cccs3)c12	4	1.5	16	3	0	7	2	-5	2

Other compounds follow:
SMILES	CTSL1 counter	PP5 inh	core dimer inh	GRK2 aptamer HTS	PP1 inh	GASC-1 inh	procasp3 activ	VLA-4 inh	procasp7 counter
COc1ccccc1C(=O)NCCC(=O)NCc1cccnc1	x	-0.6	x	0	-4	2	-13	3	6
COc1ccc(C(=O)NCc2nnc(SCC(=O)N3CCOCC3)o2)cc1	-3	2.6	-2	0	-6	2	-7	8	3
CCOc1ccc(C(=O)Nc2cc3c(cc2N2CCCC2)n(CC)c(=O)n3CC)cc1OCC	-3	-0.2	-9	0	-1	7	-8	1	8
O=C(NCc1ccccc1)C1(C(F)(F)F)C/C(=C/CCO)CCCO1 (centres undefined)	0	1.6	9	4	1	5	-1	12	-4
CCCC(=O)Nc1ccc(Br)cn1	4	-0.2	2	0	-6	2	3	-17	6
CCOc1ccc(-c2cc(N)n(S(=O)(=O)c3cccc4nsnc34)n2)cc1	-3	3.7	1	1	0	-3	6	4	2
CC(C)(C)c1cc[n+](-c2nc([O-])sc2C=O)cc1	0	-0.6	-3	0	-8	0	-3	2	10
Cc1ccc(C(=O)C2=C(O)C(=O)N(c3ncccn3)C2c2ccc(Cl)cc2)o1 (centres undefined)	2	3.4	9	4	13	17	-24	7	-30
Cc1ccc(NC(=O)CSC(C)C(=O)OCC(=O)N2CCN(C(=O)c3ccco3)CC2)cc1 (centres undefined)	-5	-1.0	0	3	-4	0	2	3	8
O=c1[nH]c(S)c(/C=C2\C=Nc3ccccc32)s1	-2	0.4	-8	1	3	3	-9	-77	-15
COc1ccc(CNC(=O)C2CC(C)=C(C)CC2C(=O)O)cc1OC (centres undefined)	0	1.8	4	0	-1	4	5	7	6
O=C(CCNC(=O)c1ccco1)Nc1ccc(OC(F)F)c(Cl)c1	-4	0.1	2	0	-2	14	-1	9	1
c1cncc(C(c2nnnn2C2CCCC2)N2CCN(Cc3ccc4c(c3)OCO4)CC2)c1 (centres undefined)	-3	3.2	10	0	1	-17&4	4	7	-4
COc1ccc(NC(=O)N(C2CCCCC2)C(C)c2ccco2)c(OC)c1 (centres undefined)	2	3.8	3	1	1	6	-11	26	-21
CC(NC(=O)CN(c1ccccc1F)S(C)(=O)=O)c1ccccc1 (centres undefined)	3	0.1	11	1	-3	4	-2	14	3
N/C(COc1ncn(-c2ccccc2)n1)=N\S(=O)(=O)c1ccc(Cl)cc1Cl	-2	2.5	4	0	-8	3	5	11	4
CC1CCCCN1C(=O)CSc1nc(C2CC2)nc2ccccc12 (centres undefined)	4	2.0	9	1	0	-2	3	10	6
Cc1ccc(C)c(NC(=O)C(NCC(C)(C)N2CCOCC2)c2ccccc2)c1 (centres undefined)	2	1.2	-4	0	-2	-3	-1	9	7
